# Screening results: PubChem, National Center for Advancing Translational Sciences (NCATS)
# D1 potentiator = Potentiators of Human D1 Dopamine Receptor: qHTS; D(1A) dopamine receptor (Homo sapiens), P21728; HEK293 TREx D1 cells, calcium flux, dopamine EC20 potentiation; potentiation, % at 10 µM; 360,000 tested, 0.036% active; AID 504651, 2011; in the data active means potentiation above about 30%; further: 0% is about no effect
# Target sequence (P21728 whole entry, looked up): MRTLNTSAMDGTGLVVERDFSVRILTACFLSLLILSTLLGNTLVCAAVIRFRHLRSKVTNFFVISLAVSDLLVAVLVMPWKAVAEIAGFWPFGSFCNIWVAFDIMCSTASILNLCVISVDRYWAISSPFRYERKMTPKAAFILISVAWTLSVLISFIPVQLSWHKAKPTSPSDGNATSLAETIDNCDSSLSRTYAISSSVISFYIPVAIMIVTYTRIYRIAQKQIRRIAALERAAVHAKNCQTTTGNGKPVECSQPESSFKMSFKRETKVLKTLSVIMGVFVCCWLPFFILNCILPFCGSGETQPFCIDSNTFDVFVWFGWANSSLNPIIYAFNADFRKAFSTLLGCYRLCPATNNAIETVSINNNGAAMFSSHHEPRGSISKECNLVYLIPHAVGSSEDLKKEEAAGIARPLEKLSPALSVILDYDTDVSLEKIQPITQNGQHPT
# GRP78 ERSR act = qHTS for Inducers of the Endoplasmic Reticulum Stress Response (ERSR) in Human Glioma: qHTS | U87-MG GRP78 promoter luciferase reporter, 16 h | Potency, µM, for the others: at the top dose activation, most hits filed as activators | 420,000 tested, 0.02% active | AID 602332, 2012; further: potency means the concentration at half of the fitted maximal effect; series mostly up to about 76 µM; % of control where 0% means no effect; nearly all actives have a fitted effect of over 35% in size
#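 Stably transfected U87-MG glioma cells carrying a GRP78-based luciferase sensor; 16 h compound incubation. Luminescence end-point read 10 min after Bright-Glo addition at room temperature.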
# Vif-APOBEC3G blk = qHTS for Inhibitors of Vif-A3G Interactions: qHTS | Potency, µM (top dose mostly 46.1 µM), for the others: at the highest dose activity, negative = active, usual class: inhibitors | HeLa A3G-eYFP + Vif (tagged APOBEC3G with the HIV-1 protein that degrades it), YFP fluorescence, overnight | DNA dC->dU-editing enzyme APOBEC-3G (Homo sapiens), Q9HC16 | 410,000 tested, 0.076% active;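 further: potency means the concentration at half of the fitted maximal effect; on the % scale 0 is the no-effect control and ±100 the full control effect; nearly all actives have a fitted effect of over 60% in size; hits raise eYFP signal because A3G escapes Vif-driven loss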
#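 Read-out is eYFP fluorescence (Ex 488/Em 500-530) from Vif-expressing HeLa A3G-eYFP cells; more signal means A3G escaped Vif-mediated degradation. Cells plated overnight, compound pinned in, incubated overnight at 37 deg C.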
# D1 antagonist = Antagonist of Human D 1 Dopamine Receptor: qHTS; HEK293 TREx D1 cells, calcium flux, dopamine EC80; hits give low values; activity change, negative = inhibition, % at 10 µM; 360,000 tested, 3.2% active; AID 504652, 2011; in the data active means activity change below about -30%; further: on the % scale 0 is the no-effect control and ±100 the full control effect
#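 HEK293 T-REx cells expressing inducible, force-coupled D1 receptor; no-wash Ca dye, 30–90 min RT. Cmpd → 180 s read at 1 Hz → EC80 DA → 180 s read.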
# RXFP1 ag = qHTS Assay for Agonists of the Relaxin Receptor RXFP1; Relaxin receptor 1 (Homo sapiens), Q9HBX9; HEK293T-RXFP1 cAMP TR-FRET, 30 min; response scale: percent of porcine relaxin response, buffer zero; Potency, µM (series often up to 57.5 µM), without a hit: top-dose activation, usual class: activators; 370,000 tested, 0.3% active; AID 2676, 2010; further: potency means the concentration at half of the fitted maximal effect; on the % scale 0 is the no-effect control and ±100 the full control effect; nearly all actives have a fitted effect of over 60% in size; many of its hits are not listed in these tables
#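 HEK293 cells stably expressing RXFP1, treated 30 min at 37C with compounds plus PDE4 inhibitor Ro 20174; cAMP measured by HTRF TR-FRET. Normalized to buffer and 29 nM porcine relaxin; EC50 by Hill fit.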
# Vif-A3F inh = qHTS for Inhibitors of Vif-A3F Interactions: qHTS; HeLa A3F-eYFP + Vif (tagged APOBEC3F with the HIV-1 protein that degrades it), YFP fluorescence increase; Potency, µM (top dose mostly 46.1 µM), inactives show at the highest dose activity, negative = active; 390,000 tested, 0.2% active; further: potency means the concentration at half of the fitted maximal effect; % of control where 0% means no effect; nearly all actives have a fitted effect of over 65% in size
#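 Fluorescence increase (Ex 488/Em 500-530) after overnight compound treatment at 37 deg C flags inhibition of Vif-driven A3F-eYFP loss in stable HeLa A3F-eYFP/Vif cells seeded overnight beforehand.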
# D1 agonist = Allosteric Agonists of the Human D1 Dopamine Receptor: qHTS; HEK293 T-REx D1 cells, calcium flux, agonist mode; activation, % at 2 µM; 360,000 tested, 1% active; in the data active means activation above about 30%; further: 0% is about no effect
#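 Tetracycline-induced HEK293 TREx D1 cells, force-coupled to calcium signalling, were dye-loaded with a no-wash calcium kit. Compound was pin-added after a 10 s baseline. Fluorescence was read kinetically at 1 cycle/s for 180 s, with calcium rises flagged as agonism.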
# D2 potentiator = HTS Assay for Positive Allosteric Modulators of the Human D2 Dopamine Receptor: Primary Screen for Potentiators; D(2) dopamine receptor (Homo sapiens), P14416; HEK293 T-REx D2, calcium flux, EC20 dopamine potentiation; potentiation, % at 10 µM; 340,000 tested, 0.34% active; AID 485347, 2010;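 active means potentiation over 3 SD above the plate norm, cut at about 30% in these data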; further: 0% is about no effect
# Target sequence (P14416 whole entry, looked up): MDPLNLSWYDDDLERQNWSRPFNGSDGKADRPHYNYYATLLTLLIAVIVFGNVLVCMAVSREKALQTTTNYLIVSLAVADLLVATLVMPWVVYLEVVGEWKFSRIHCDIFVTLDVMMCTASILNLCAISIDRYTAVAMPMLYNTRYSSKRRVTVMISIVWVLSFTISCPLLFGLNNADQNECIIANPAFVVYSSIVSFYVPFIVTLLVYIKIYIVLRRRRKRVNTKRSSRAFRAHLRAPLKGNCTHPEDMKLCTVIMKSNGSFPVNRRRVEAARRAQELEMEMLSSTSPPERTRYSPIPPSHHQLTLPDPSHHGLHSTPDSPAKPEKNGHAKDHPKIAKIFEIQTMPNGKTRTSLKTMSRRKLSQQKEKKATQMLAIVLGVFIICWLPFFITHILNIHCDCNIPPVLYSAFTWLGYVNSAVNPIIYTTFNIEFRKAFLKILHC
#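 Tetracycline-induced Hek293 Trex D2 cells, force-coupled to calcium, loaded with no-wash calcium dye. Compound added with 180 s kinetic read for agonism, then EC20 dopamine and a further 180 s read for potentiation.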
# RXFP1 antagonist = qHTS Assay for Antagonists of the Relaxin Receptor RXFP1. AID 1259400, 2018. Relaxin receptor 1 (Homo sapiens), Q9HBX9. 350,000 tested, 0.59% active. activity change, negative = inhibition, % at 57.5 µM. HEK293-RXFP1, relaxin-stimulated cAMP HTRF, 30 min; hits give low values;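 active means activity change of -60% or lower, but not beyond a set lower limit; inconclusive means change between -60% and -40%, or beyond the set limit; inactive means change above -40%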; further: on the % scale 0 is the no-effect control and ±100 the full control effect
# The depositor's hits bear a star; ? = inconclusive; . = not tested or not shown. Unless noted, the call rests on the fitted dose curve; in most records, active means well fitted curve in the direction sought with a large enough effect; inconclusive means small, poorly fitted or top-dose-only effect, or another doubt; inactive means no such curve, though single readings can be large; an effect the other way counts as inactive or inconclusive.
SMILES,D1 potentiator,GRP78 ERSR act,Vif-APOBEC3G blk,D1 antagonist,RXFP1 ag,Vif-A3F inh,D1 agonist,D2 potentiator,RXFP1 antagonist
O=C(c1cc2ncc(CCCl)cn2n1)N1CCCCCC1,-4,-2%,0%,-48*,0.8%,3%,2,0,1
CCN1CCN(C(=O)c2cc3sccc3n2CC(=O)c2ccccc2)CC1,-5,-1%,4%,13,0.6%,-5%,2,-20,2
Cc1ccc(N=C2NC(=O)/C(=C\c3cccs3)S2)cc1C,2,3%,-27%,15,1.8%,-14%,0,3,-25
O=C(CC1C(=O)NCCN1Cc1cccc(F)c1)NC1CCCCCC1 (configuration not stated),1,-4%,1%,-9,3.3%,1%,3,-5,-11
Cc1nc(SCC(=O)N(C)Cc2ccco2)c2c(C)c(C)sc2n1,6,-4%,-5%,11,4.9%,1%,5,9,-3
O=C(CN1C(=O)NC2(CCCCC2)C1=O)Nc1cccc(S(=O)(=O)N2CCOCC2)c1,-4,2%,-6%,23,2.7%,6%,7,2,-7
Cc1ccc(/C=C/C(=O)O)cc1S(=O)(=O)NCC1CCCO1 (configuration not stated),0,-1%,0%,11,0.0%,-30%,1,-4,6
CC(=O)c1ccc(N2CCN(c3nc4ccccc4c4nc(-c5cccc(C)c5)nn34)CC2)cc1,3,-1%,-7%,8,19%,-1%,2,2,-5
NC12CC3CC(C1)CC(CO)(C3)O2,-7,-4%,5%,1,1.8%,6%,2,-1,1
CCS(=O)(=O)N1CC(=O)N(c2ccc(Cl)cc2)C(C)(C(=O)NC2CCCCCC2)C1 (configuration not stated),1,-2%,4%,0,-2.1%,-7%,0,6,-32
COc1ccccc1-c1sc2cc3c(cc2c1C#CC1(O)CCCCC1)OCO3,11,2%,-22%,.,4.7%,?,0,-12,.
COC(=O)C1(C(=O)OC)NOC2C(=O)N(c3ccc(Cl)cc3Cl)C(=O)C21 (configuration not stated),-2,-1%,1%,-10,2.2%,-13%,2,0,19
CC(C(=O)NC1=NCCS1)N1C(=O)c2ccccc2C1=O (configuration not stated),-6,-1%,1%,0,0.0%,-3%,2,-4,3
COC(=O)C1=C(C)NC(c2c(O)ccc3ccccc23)C(C(=O)OC)=C1C (configuration not stated),-1,-2%,-6%,4,0.4%,-6%,2,14,1
Cc1cccc(-n2nnnc2SC(C)C(=O)NCCC2=CCCCC2)c1 (configuration not stated),-7,0%,1%,-14,0.5%,5%,21,2,-3
COc1cccc(-c2nc(COc3ccc(Cl)cc3Cl)no2)c1,-6,2%,-1%,38,2.9%,0%,22,-11,0
CC1CCCN(C(=O)COC(=O)C2=COCCO2)C1 (configuration not stated),.,3%,-1%,.,.,2%,.,.,-2
Cc1ccc2c(c1)C(=O)OC(C(=O)Nc1ccc(C(=O)O)cc1)C2 (configuration not stated),2,-2%,3%,-6,-2.0%,-3%,2,-13,.
Cc1cnc(NC(=O)CSc2nnc(-c3ccncc3)n2C2CCCCC2)s1,6,0%,0%,17,-0.3%,0%,1,-11,-1
O=C(O)c1cc2ccccc2c2c1C(=O)c1ccccc1-2,.,-2%,3%,.,.,-4%,.,.,13
CCN(CC)c1ccc(/C=N/NC(=O)c2ccc3c(c2)OCCO3)cc1,-6,5%,-3%,-20,8.3%,1%,2,7,-1
Cc1cccc(N=C2C(=O)Nc3c(Cl)cccc32)c1,-6,1%,1%,0,4.3%,6%,0,3,9
CC(C)CCNC(=O)c1cccc(Cl)c1,0,0%,2%,-6,1.6%,-7%,2,0,11
O=C(Cc1n[nH]c(=O)c2ccccc12)N1CCN(S(=O)(=O)c2ccc(F)c(Cl)c2)CC1,.,-2%,5%,.,.,1%,.,.,-38
O=C(COC(=O)c1cccnc1Cl)Nc1cc(S(=O)(=O)N2CCCCCC2)ccc1Cl,-8,-3%,0%,-17,7.4%,8%,15,-3,2
Cc1cccc(NC(=O)CSc2nnc(CNC(=O)c3ccco3)o2)c1,6,4%,1%,-22,2.4%,3%,3,5,-17
Cc1nc2nc(-c3ccc(Cl)cc3)[nH]n2c(=O)c1Cc1ccccc1,2,7%,1%,7,-0.1%,-7%,4,-1,-17
COc1ccc(Cl)cc1-n1c(C)cc(C(=O)OCC(=O)N2CC(=O)Nc3ccccc32)c1C,-11,-2%,-2%,20,1.4%,-18%,2,-19,9
CCN(CC)CCSc1nc(O)c(C(C)C)c(=O)[nH]1,11,-2%,1%,18,0.0%,-3%,1,-18,-11
O=C(O)CC(NC(=O)OCc1ccccc1)c1ccccc1 (configuration not stated),-7,-3%,2%,-20,2.2%,-5%,3,9,-32
O=C(Cn1ccc2ccccc2c1=O)N1CCN(c2cccc(Cl)c2)CC1,.,-4%,-6%,.,2.6%,-4%,.,.,-11
CCN(CC)c1ccc(-n2nc3cc(C)c(NC(=O)c4ccccc4F)cc3n2)cc1,1,-1%,-2%,-5,2.9%,0%,0,-4,-6
COC(=O)c1ccc(NS(=O)(=O)c2ccc(S(=O)(=O)N3CCOCC3)cc2)cc1,.,-2%,0%,.,.,4%,.,.,-14
COc1ccc(NS(=O)(=O)c2ccc(NC(=S)NC(=O)c3ccc(Br)cc3)cc2)nn1,8,-2%,0%,-1,0.4%,3%,2,14,3
O=S(=O)(c1ccc(Cl)cc1)N1CCN(c2ccccn2)CC1,-4,-4%,-1%,-25,-2.5%,10%,8,-9,-10
COc1cccc(/C=C/C(=O)OCC(=O)Nc2ccc3[nH]c(=O)[nH]c3c2)c1OC,-2,1%,-1%,11,1.0%,7%,2,-15,7
Cc1cnc2c(c1SCC(=O)NCc1ccc(F)cc1)c(=O)n(C)c(=O)n2C,0,1%,3%,.,4.5%,-6%,-3,5,15
COC(=O)c1ccccc1NC(=O)CN1C(=O)C2CCCN2c2ncc(Cl)cc21 (configuration not stated),7,.,.,-25,6.7%,.,5,-1,.
O=C(COC(=O)c1cc(=O)c2ccccc2o1)NCC1CCCCC1,0,-3%,-5%,-6,0.9%,5%,4,4,3
O=C1CC(C(=O)N2CCc3ccccc32)CN1c1ccccc1 (configuration not stated),-2,-1%,0%,-31*,-1.2%,-3%,0,-8,-7

# Continued, overlapping the part above by 2 compounds.
SMILES,D1 potentiator,GRP78 ERSR act,Vif-APOBEC3G blk,D1 antagonist,RXFP1 ag,Vif-A3F inh,D1 agonist,D2 potentiator,RXFP1 antagonist
O=C(COC(=O)c1cc(=O)c2ccccc2o1)NCC1CCCCC1,0,-3%,-5%,-6,0.9%,5%,4,4,3
O=C1CC(C(=O)N2CCc3ccccc32)CN1c1ccccc1 (configuration not stated),-2,-1%,0%,-31*,-1.2%,-3%,0,-8,-7
CCc1nnc(NC(=O)CSCc2cc(=O)n3ccsc3n2)s1,-1,-1%,1%,-11,14%,-7%,1,6,-2
COCCCNC(=O)CCn1c(=O)c2ccccc2n(CC(=O)Nc2cc(Cl)ccc2OC)c1=O,0,-1%,0%,0,-1.7%,1%,-1,4,.
O=C(O)C1CCC(NSc2ccccc2[N+](=O)[O-])CC1 (configuration not stated),-4,-3%,2%,18,5.6%,?,2,.,-6
Cc1ccc(S(=O)(=O)c2cc3ccc(O)cc3oc2=O)cc1C,6,-3%,-4%,-23,8.3%,8%,9,3,6
CCN(CC(=O)Nc1ccc(Br)cc1F)CC(=O)NC1CCS(=O)(=O)C1 (configuration not stated),6,-5%,1%,2,-2.9%,-14%,2,0,-3
CCOc1ccccc1NC(=O)CSc1nnc2[nH]c(=O)cc(C)n12,-1,-5%,4%,.,1.9%,7%,0,-6,-3
COc1ccc(N2CCN(C3CCCN(S(=O)(=O)c4ccc(C)cc4C)C3)CC2)cc1 (configuration not stated),0,1%,4%,-5,0.6%,2%,0,-3,-11
CCOc1cc(/C=N/NC(=S)Nc2ccccc2C(F)(F)F)ccc1OCC(=O)N1CCOCC1,0,-3%,-4%,-6,-0.3%,3%,5,8,-14
O=C(c1ccco1)n1nc(-c2ccccc2)nc1NCc1ccccc1Cl,-3,-4%,2%,-12,0.6%,-1%,0,-2,.
CCc1ccc(-c2nc3c(c(SCc4ccccc4F)n2)Cc2c(CO)cnc(C)c2O3)cc1,0,-4%,0%,9,2.0%,8%,3,1,-13
Cc1ccc2nc(N3CCC(C(=O)O)CC3)nc(-c3ccccc3)c2c1,-1,-1%,-3%,7,0.8%,-12%,4,0,-14
Cc1ccccc1-c1nnc(CN2CCC(C)CC2)o1,-2,3%,2%,0,1.6%,-8%,0,13,-4
CCC(=O)N1CCc2cc(S(=O)(=O)N(CC)c3cccc(C)c3)ccc21,-7,-1%,-2%,-8,0.0%,-7%,4,-2,3
CC(C)C1C(=O)N(Cc2cn(CCC3OCCCO3)nn2)CCS(=O)(=O)N1Cc1ccc(-c2ccc(Cl)c(Cl)c2)cc1 (configuration not stated),.,1%,-15%,.,.,-13%,.,.,7
Cc1ccc2nc(/C(C#N)=C/c3cn[nH]c3-c3ccc(F)cc3)[nH]c2c1,-1,-1%,-13%,-45*,1.5%,-2%,1,-15,.
O=C(NCCCN1CCN(c2ccccc2F)CC1)c1cc2c(Cl)nc3ccccc3c2s1,-1,-3%,-5%,0,2.4%,-9%,1,-18,.
COc1ccc(-c2csc(-n3ncc(-c4ccccn4)c3N)n2)cc1,-6,-2%,1%,4,1.6%,12%,1,15,-1

# Not all compounds are listed (hit frequency here may not be typical).
